High-throughput results as filed in PubChem BioAssay.
RORa activator: activators of orphan receptor RORA, primary screen, cell-based, luminescence. Nuclear receptor ROR-alpha (Homo sapiens), P35398. CHO-K1 Gal4-RORA LBD luciferase reporter; percent increase over mock-subtracted basal signal. activation, % at 10 µM. 65,000 tested, 1.5% active. AID 560, 2006;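 active = activation above the mean of all tested compounds plus 3 SD, cut at about 49% in these data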;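 also: 0% = DMSO-treated RORA cells and 100% = added signal equal to DMSO minus mock-transfected cells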
NADH coupling: inhibitors of PK/LDH coupling enzymes, profiling panel, artefact control, biochemical, MLSMR library; coupled PK/LDH NADH assays, four targets; 65,000 tested, 0.02% active; IC50, µM (series often up to 10 µM), inactives show at the highest dose inhibition;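 active = single-dose screening hits from any of four coupled enzyme assays that gave an IC50 when retested across doses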;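 also: the DPM-DC format reads NADH fluorescence rather than 340 nm absorbance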
SF1 activator: activators of human SF-1, primary screen, cell-based, CHO-K1, Gal4-SF-1 LBD, luciferase luminescence; AID 522, 2006; Steroidogenic factor 1 (Homo sapiens), Q13285; activation, % at 10 µM; 65,000 tested, 1.9% active; CHO-K1 Gal4-SF-1 LBD luciferase reporter; % increase over DMSO SF-1-specific signal;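 active = activation above the mean activation of all tested compounds plus 3 SD, cut at about 50% in these data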
Target sequence (Q13285 whole entry, looked up, the tested form may be a part): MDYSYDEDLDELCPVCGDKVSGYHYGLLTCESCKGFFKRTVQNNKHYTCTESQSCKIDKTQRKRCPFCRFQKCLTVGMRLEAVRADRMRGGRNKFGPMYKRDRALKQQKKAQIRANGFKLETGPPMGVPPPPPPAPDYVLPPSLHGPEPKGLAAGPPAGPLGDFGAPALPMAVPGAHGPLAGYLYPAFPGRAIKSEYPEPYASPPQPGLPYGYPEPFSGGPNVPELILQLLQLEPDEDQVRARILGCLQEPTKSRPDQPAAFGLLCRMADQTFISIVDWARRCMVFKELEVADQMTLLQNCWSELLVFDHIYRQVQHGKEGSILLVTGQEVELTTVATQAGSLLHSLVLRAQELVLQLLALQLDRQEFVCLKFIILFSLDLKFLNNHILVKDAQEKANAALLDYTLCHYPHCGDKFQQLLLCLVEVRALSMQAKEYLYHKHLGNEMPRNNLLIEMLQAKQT
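Assay system: CHO-K1 cells co-transfected with Gal4 DBD–human SF-1 LBD, 5xGal4 luciferase reporter; doses: 10 µM only; incubation: 20 h compound exposure at 37 °C after 1 h cell settling; signal: luciferase light emission; evaluation: percent activation versus DMSO; repeats: one test per compound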
TNAP act mid DEA: human TNAP enzyme activators, primary screen, biochemical, luminescent, intermediate phosphate acceptor level | activation factor at 20 µM | Alkaline phosphatase, tissue-nonspecific isozyme (Homo sapiens), P05186 | 64,000 tested, under 10 active | purified TNAP, CDP-star luminescence, 100 mM DEA, 30 min; hits give high values; scale: 0 levamisole-inhibited, 1 vehicle-only enzyme | AID 813, 2007;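 active = activation factor of at least 2 at 20 µM, relative to controls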
MMP13 inh: human MMP13 inhibitors, primary screen, biochemical, FRET peptide cleavage; MMP-13 fTHP FRET cleavage, Mca fluorescence; 65,000 tested, 0.07% active; inhibition, % at 4 µM; Collagenase 3 (Homo sapiens), P45452;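 active = inhibition above the mean of compound-free control plate wells plus 3 SD, cut at about 14% in these data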;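 also: 0% = DMSO wells and 100% = wells with reference MMP-13 inhibitor after basal subtraction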
A340 absorber: compound light absorbance at 340 nm, profiling panel, artefact control, biochemical, MLSMR library, data from PS, PMK, MK assays. compound absorbance at 340 nm, fold over control. fold change at 10 µM. 65,000 tested, under 10 active;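 active = at 10 µM dose, initial 340 nm absorbance at least 2 fold that of control wells; inactive = change under 2 fold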;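 also: initial absorbance extrapolated from kinetic A340 decline of NADH oxidation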
5HT1a antag: human 5-HT1a receptor antagonists, primary screen, cell-based, CHO, Ga15 NFAT-bla reporter; 5-hydroxytryptamine receptor 1A (Homo sapiens), P08908; AID 612, 2007; CHO 5-HT1a Ga15 NFAT-bla reporter, antagonist mode; inhibition, % at 10 µM; 62,000 tested, 0.68% active;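 active = inhibition above the mean of all tested compounds plus 3 SD, cut at about 43% in these data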;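 also: receptor stimulated by 5-CT agonist at 100 nM near EC80; beta-lactamase reporter measured by ratiometric fluorescence of a cleavable substrate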
Target sequence (P08908 whole entry, looked up): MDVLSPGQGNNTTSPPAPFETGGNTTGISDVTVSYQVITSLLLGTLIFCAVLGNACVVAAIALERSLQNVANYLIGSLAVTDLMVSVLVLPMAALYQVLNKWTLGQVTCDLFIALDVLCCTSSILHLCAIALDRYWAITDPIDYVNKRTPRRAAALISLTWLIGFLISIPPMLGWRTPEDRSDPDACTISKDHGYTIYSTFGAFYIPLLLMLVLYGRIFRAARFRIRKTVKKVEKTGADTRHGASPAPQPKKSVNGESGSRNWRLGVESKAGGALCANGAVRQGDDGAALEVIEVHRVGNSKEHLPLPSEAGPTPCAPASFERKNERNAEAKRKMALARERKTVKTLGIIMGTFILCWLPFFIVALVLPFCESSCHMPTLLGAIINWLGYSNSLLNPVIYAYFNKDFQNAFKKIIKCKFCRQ
HTR1A agonist: human 5-HT1a receptor agonists, primary screen, cell-based, CHO, Ga15 NFAT-bla reporter; 5-hydroxytryptamine receptor 1A (Homo sapiens), P08908; CHO 5-HT1a Ga15 NFAT-bla reporter, FRET ratio; 0% basal, 100% maximal reference agonist; activation, % at 10 µM; 65,000 tested, 0.56% active; AID 567, 2006;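 active = activation above the screen-wide mean activation plus 3 SD, cut at about 19% in these data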;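 also: 0% = DMSO wells and 100% = 5-CT at EC100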
Autofluor 339: intrinsic fluorescence of library compounds, ex339/em460 – biochemical, MLSMR library, data from DPM-DC assay, artefact control, profiling panel | compound autofluorescence, ex339/em460 nm, NADH buffer; hits give high values; 1 = no-compound wells, NADH background | fluorescence fold increase at 10 µM | 65,000 tested, 5.5% active;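 active = at 10 µM, mean starting fluorescence two-fold or more over control wells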;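 also: signal is the first read of a kinetic run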
Numbers without * were called inactive; / = not tested or not shown.

cpd	mol	HTR1A agonist	NADH coupling	5HT1a antag	SF1 activator	RORa activator	Autofluor 339	MMP13 inh	TNAP act mid DEA	A340 absorber
1	O=C(OCCN(C1=NS(=O)(=O)c2ccccc21)c1ccc(Cl)cc1)c1ccco1	0.1	6%	-4	-3	0	1.1	3	0.9	1
2	NC(=O)C1CCN(c2nc(C3CC3)nc3c2nnn3Cc2ccccc2Cl)CC1	2.7	3%	14	-6	8	1.1	4	0.9	1
3	CCOC(=O)c1ccc(N2C(=O)CC(N3CCC(O)(c4ccc(Cl)cc4)CC3)C2=O)cc1 (configuration not stated)	-4.8	2%	9	-12	-13	1.1	2	0.9	1
4	CCOC(=O)CNC(=O)Cn1cnc2sc(C)c(S(=O)(=O)N3CCC(C)CC3)c2c1=O	60*	8%	-11	3	2	1.1	1	1	0.98
5	Nc1nc(-c2ccco2)nc(N2CCCCC2)n1	-2.5	4%	3	6	2	1.1	7	1	1
6	CCOC(=O)c1c(NC(=O)OC)sc(C(=O)N(C)C)c1C	/	9%	/	/	/	1.1	/	0.9	1
7	CCC1CCCCN1CCCNC(=O)C1CCN(S(=O)(=O)N2CCCCC2)CC1 (configuration not stated)	-2.4	6%	5	-6	-23	1	2	1	1
8	CCOC(=O)c1cnn(-c2ccccn2)c1N	0.2	4%	-16	35	53*	1.2	-1	0.9	1
9	COC(=O)c1sccc1NC(=O)c1csc(C)c1	-2.7	3%	17	6	-9	1.1	-2	0.8	1
10	COC(=O)c1ccccc1NC(=O)C1CC(c2ccccc2O)=NO1 (configuration not stated)	1.6	2%	11	17	14	1.1	-1	0.9	1.1
11	Cc1ccc(-n2cccc2C(=S)N=P(N(C)C)(N(C)C)N(C)C)cc1	-4.8	7%	19	-6	-9	1.1	0	0.9	1.1
12	CCCc1cc(=O)n2[nH]c(C)nc2n1	-3.6	6%	-11	-9	4	1.1	3	1	1
13	CCOc1cc2[nH]c(=O)n(CCCCC(=O)NCc3ccco3)c(=O)c2cc1OCC	-0.8	7%	-5	1	-18	1.8	-25	0.8	0.99
14	C(=N\n1cnnc1)/c1ccccc1OCCOc1ccccc1	-1.6	2%	-11	6	-16	1.2	4	0.9	1.1
15	COCCCNc1nc2c(c(=O)n(C)c(=O)n2C)n1Cc1cccc(OC)c1	4.1	3%	/	11	3	1.1	3	1	0.99
16	Cc1ccccc1OCC(O)Cn1c(NCc2ccco2)nc2c1c(=O)n(C)c(=O)n2C (configuration not stated)	5.8	7%	-10	-1	-14	1.1	2	0.9	1
17	CN/C=C1\C(=O)C(C)(C)Oc2ccc3ccc(=O)oc3c21	-0.6	3%	-6	5	-17	1.1	0	1	1.1
18	COc1ccc(N2CCN(CCNC(=O)c3ccc(NC(=O)C4CCCO4)cc3)CC2)cc1 (configuration not stated)	-0.5	4%	-16	10	6	1.1	-2	1	1.1
19	O=C(c1ccccc1)N1CC(COc2ccccc2)OC(c2cccnc2)O1 (configuration not stated)	-3.8	4%	16	-14	5	1	2	1	1
20	O=C(c1cc2ccccc2oc1=O)N1CCCC1	-0.3	1%	-7	-1	5	1.2	-1	0.8	1.1
21	CCCOc1ccccc1NC(=O)CC1Nc2ccccc2NC1=O (configuration not stated)	-0.9	3%	8	-4	-4	1.4	4	0.9	1.1
22	O=C(CSc1nnc(-c2cccs2)n1-c1ccccc1)N1CCOCC1	-0.5	8%	-8	4	5	1.1	2	0.9	1.1
23	C=CCNc1ncnc2c1cnn2-c1ccc(OC)cc1	0.5	9%	8	1	27	1.1	-17	0.9	1
24	CCN1CCN(CCNC(=O)C2CCCN(Cc3nc(-c4cccc(Cl)c4)oc3C)C2)CC1 (configuration not stated)	-0.9	4%	-9	4	26	1.1	-2	0.9	1
25	COc1cc(S(=O)(=O)N2CCN(c3ccccc3)CC2)ccc1Cl	3.8	11%	-6	3	-6	1.1	2	0.9	1
26	Cc1cc(NC(=O)c2ccc(S(=O)(=O)N3CCCC3)cc2)nc2c1c(=O)oc1ccccc12	4.2	2%	-14	-8	5	1.8	-15	0.9	1.2
27	CC(=O)NC(C)C(=O)OCc1ccc(Cl)cc1Cl (configuration not stated)	-4.7	2%	-4	6	-18	1	-6	0.8	0.99
28	O=S1(=O)C=C(SCCN2CCCCC2)c2ccccc21	-0.3	1%	3	6	-13	1.1	2	0.9	1
29	CCOC(=O)c1c(C)n(CC(O)c2ccccc2)c2ccc(O)cc12 (configuration not stated)	-0.8	2%	-16	-7	-1	1.1	2	0.8	1
30	Cc1ccc(S(=O)(=O)N2CCCC2C(=O)OCc2nc3ccccc3s2)cc1 (configuration not stated)	1.6	2%	-8	3	-23	1	4	0.9	0.99
31	CCOC(=O)Nc1ccc(OC)cc1S(=O)(=O)N1CCCCC1	-2.7	1%	-6	0	-5	1.1	4	1	1
32	COc1cccc(C(CC(=O)NCCN2CCOCC2)NS(=O)(=O)c2ccc(C)cc2)c1OC (configuration not stated)	0.9	5%	1	-4	33	1.1	-3	0.9	1.1
33	Cn1c(-c2ccc(Br)o2)nc2cc(Br)ccc21	-3.3	6%	7	89*	39	1.1	6	0.9	1.1
34	COc1cccc(N(C(=O)CNC(=O)c2ccco2)C(C(=O)NC2CCCC2)c2ccncc2)c1 (configuration not stated)	-0.9	1%	3	-16	-2	1.1	3	1	1
35	Nc1nnnn1/N=C/c1ccccc1C(F)(F)F	-0.9	4%	-2	-1	-7	1.1	-2	0.9	1
36	COc1cc(CC(=O)OC2CCOC2=O)cc(OC)c1OC (configuration not stated)	-2.8	6%	1	6	-2	1	-7	/	1
37	CCOc1ccc(S(=O)(=O)N(CC(=O)Nc2cc(C)on2)Cc2ccccc2Cl)cc1	3.5	5%	26	-4	-2	1.1	9	0.9	1
38	CCOC(=O)C1=C(C)NC(=O)NC1c1ccc(OCC(=O)N2CCCCC2)cc1 (configuration not stated)	-2.2	4%	-1	8	-11	1.1	3	1	1
39	CCN(CC)c1ccc(C(NC(C)=O)NC(C)=O)cc1	-0.2	2%	-18	-13	-8	1.1	-3	0.9	1
40	CN1CC(=O)NC1=NC(=O)c1cc(F)c(F)cc1Cl	-2.1	8%	1	1	3	1.1	4	0.8	1

Copied from above: entries 21–24
cpd	mol	HTR1A agonist	NADH coupling	5HT1a antag	SF1 activator	RORa activator	Autofluor 339	MMP13 inh	TNAP act mid DEA	A340 absorber
21	CCCOc1ccccc1NC(=O)CC1Nc2ccccc2NC1=O (configuration not stated)	-0.9	3%	8	-4	-4	1.4	4	0.9	1.1
22	O=C(CSc1nnc(-c2cccs2)n1-c1ccccc1)N1CCOCC1	-0.5	8%	-8	4	5	1.1	2	0.9	1.1
23	C=CCNc1ncnc2c1cnn2-c1ccc(OC)cc1	0.5	9%	8	1	27	1.1	-17	0.9	1
24	CCN1CCN(CCNC(=O)C2CCCN(Cc3nc(-c4cccc(Cl)c4)oc3C)C2)CC1 (configuration not stated)	-0.9	4%	-9	4	26	1.1	-2	0.9	1

Next part:
cpd	mol	HTR1A agonist	NADH coupling	5HT1a antag	SF1 activator	RORa activator	Autofluor 339	MMP13 inh	TNAP act mid DEA	A340 absorber
41	O=C(O)c1oc2ccccc2c1CN1CCN(c2ccccc2)CC1	-0.2	13%	3	14	-5	1	-4	0.9	0.95
42	O=S(=O)(c1ccc(N2CCCC2)cc1)C(F)(F)F	0.7	9%	1	-16	-24	1.1	4	1.1	1
43	CCOC(=O)CSc1nnc(-c2ccc(S(=O)(=O)N3CCOCC3)cc2)n1-c1ccccc1	1.0	4%	-10	3	-7	1.1	-5	0.9	0.98
44	O=C(CSCc1n[nH]c(=O)[nH]1)NCCOc1cccc(Oc2ccccc2)c1	0.7	4%	4	-7	-5	1	15*	1.1	0.99
45	COc1ccc(C(=O)Nc2ncc3c(n2)CC(c2ccco2)CC3=O)cc1 (configuration not stated)	-2.2	2%	7	10	2	1.1	-10	0.9	1
46	CC(C)(C)n1ncc2c(=O)n(CC(=O)OCc3ccccc3)cnc21	-5.6	4%	3	23	9	1.1	6	/	1
47	COc1ccc(-c2ccc(=O)n(CC(=O)NCc3ccco3)n2)cc1	-2.4	3%	9	-11	12	1.4	-2	0.9	1
48	Cc1cccc(N(C)C(=O)c2coc(=O)c3ccccc23)c1	0.0	1%	9	8	6	1	-1	0.9	0.99
49	COCCn1nnnc1CN1CCOCC1	-3.6	5%	-6	13	-10	1.1	1	0.9	1
50	COc1ccc(C2CC(c3ccc(F)cc3)Nc3nc(N)nn32)cc1 (configuration not stated)	-5.0	12%	4	-19	14	0.88	0	0.9	1
51	Cc1ccc(CCNC(=O)C2CCCN(S(=O)(=O)c3c(C)noc3C)C2)cc1 (configuration not stated)	-0.9	5%	8	2	-9	1.1	3	1	1
52	Cc1ccc2c(COC(=O)c3n[nH]c4ccccc34)cc(=O)oc2c1	2.5	5%	0	45	47	1.2	4	0.8	1
53	O=C(c1cc2c(s1)CCCC2)n1cccn1	1.3	5%	0	6	-9	1.1	-3	1	1.1
54	CCn1c(CSc2nc(C)cs2)nc2cc(S(=O)(=O)N(C)C)ccc21	0.3	8%	6	-10	-20	1.1	-5	0.8	1
55	COCCCN1C(=O)c2ccccc2C1C(=O)NC1CCCCCC1 (configuration not stated)	-1.1	4%	3	-1	-6	1.1	0	0.9	0.99

Not a hit list. About 8.9% of those tested had a hit in this group.
